# Compound activity from PubChem.
# GPR151 ag: activators of human GPR151, primary screen, cell-based, PathHunter beta-arrestin, luminescence | AID 1508602, 2020 | activation, % at 11.2 µM | actives 1% (n = 650,000) | PathHunter beta-arrestin GPR151 cells | G-protein coupled receptor 151 (Homo sapiens), Q8TDV0; in the data active = activation above about 4.9%;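 also: 0% = median of compound wells and 100% = cells with positive control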
# Target sequence (Q8TDV0 whole entry, looked up): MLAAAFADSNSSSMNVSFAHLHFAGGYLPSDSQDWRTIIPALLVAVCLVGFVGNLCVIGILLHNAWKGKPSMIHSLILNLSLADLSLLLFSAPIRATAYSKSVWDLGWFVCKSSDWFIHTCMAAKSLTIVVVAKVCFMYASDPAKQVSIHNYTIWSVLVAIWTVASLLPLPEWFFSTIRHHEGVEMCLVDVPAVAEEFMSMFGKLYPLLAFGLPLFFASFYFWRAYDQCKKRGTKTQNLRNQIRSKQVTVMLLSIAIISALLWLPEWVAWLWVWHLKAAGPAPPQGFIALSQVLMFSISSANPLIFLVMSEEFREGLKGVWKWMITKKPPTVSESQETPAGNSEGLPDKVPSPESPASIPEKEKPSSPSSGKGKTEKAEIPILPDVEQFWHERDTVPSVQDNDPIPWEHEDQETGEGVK
# TEAD-YAP block: TEAD-YAP interaction inhibition, primary screen, TEAD-YAP interaction inhibitor project, luminescence, HEK-TIYL cells; TEAD-Gal4/YAP UAS-luciferase luminescence; inhibition, % at 9.12 µM; actives 1.4% (n = 640,000); AID 1259422, 2018; in the data active = inhibition above about 32%;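 also: 0% = median of test compound wells and 100% = reference inhibitor wells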
# MITF inh: MITF inhibitors, primary screen, biochemical, AlphaScreen, human | AlphaScreen MITF homodimerization, bead proximity signal | inhibition, % at 2.6 µM | actives 0.91% (n = 650,000); in the data active = inhibition above about 50%;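 also: 0% = vehicle wells with protein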
# Target sequence (O75030 whole entry, looked up): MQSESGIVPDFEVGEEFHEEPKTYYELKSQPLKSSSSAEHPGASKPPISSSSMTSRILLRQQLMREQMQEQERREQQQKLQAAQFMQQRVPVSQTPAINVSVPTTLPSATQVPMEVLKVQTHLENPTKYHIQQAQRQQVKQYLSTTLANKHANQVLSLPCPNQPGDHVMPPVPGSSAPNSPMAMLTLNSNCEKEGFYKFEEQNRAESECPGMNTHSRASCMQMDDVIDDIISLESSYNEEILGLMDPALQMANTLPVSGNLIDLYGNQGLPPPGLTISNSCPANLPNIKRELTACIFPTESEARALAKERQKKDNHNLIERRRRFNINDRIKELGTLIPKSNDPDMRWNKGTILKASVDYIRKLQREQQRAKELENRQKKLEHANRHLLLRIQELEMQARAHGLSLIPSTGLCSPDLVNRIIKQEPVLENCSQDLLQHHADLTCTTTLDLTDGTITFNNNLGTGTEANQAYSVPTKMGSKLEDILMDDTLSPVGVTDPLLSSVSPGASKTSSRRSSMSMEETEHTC
# FBW7 activator: FBW7 E3 ligase activators, primary screen, biochemical, AlphaScreen, human; F-box/WD repeat-containing protein 7 (Homo sapiens), Q969H0; AlphaScreen FBW7–phospho-cyclin E peptide binding, activator screen; normalized activity (activation), % at 26.1 µM; actives 0.13% (n = 650,000); in the data active = normalized activity above about 1.9%;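 also: purified mutant Fbw7 with reduced substrate affinity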
# * = called active by the depositor; & = joins results of further samples.
SMILES,GPR151 ag,TEAD-YAP block,MITF inh,FBW7 activator
Cc1[nH]c2ccccc2c1C(=O)COC(=O)c1cc(=O)c2ccccc2o1,1.0,-4.6,-0.6,-0.1
COc1ccc(C(=O)c2sc(Nc3ccccc3F)nc2N)cc1OC,-1.0,-5.9,12.0,0.8
CCC(Sc1nc(N)cc(=O)[nH]1)C(=O)Nc1cc(C)on1 (configuration not stated),1.3,12.2,6.9,0.0
C[C@@H]1CN(C(=O)c2nc3ccc(Cl)cn3c2CN2CCNC(=O)CC2)C[C@H](C)O1,3.5,3.2,7.0,-0.1
CCCc1nc(SCC(=O)c2ccc3c(c2)NC(=O)CO3)[nH]c(=O)c1CC,-1.3,-1.8,2.9,0.1
Cn1c(=O)n(Cc2ccncc2)c2cccnc21,-0.4,-5.5,-13.8,0.3
COc1ccc(-n2nnc3c(=O)n(Cc4ccc(Br)cc4)cnc32)cc1,0.7,9.3,15.7,0.1
CCc1ccc(CN2CCc3nnc(C(NS(C)(=O)=O)C(C)C)n3CC2)o1 (configuration not stated),-0.5,-1.2,10.8,0.0
Cc1ccc([N+](=O)[O-])cc1-c1ccc(/C=N/N2C(=O)C3C4C=CC(C4)C3C2=O)o1 (configuration not stated),0.0,11.0,3.7,-0.1
O=C(NC(Nc1ccccc1C(F)(F)F)C(=O)c1ccccc1)c1ccc(Cl)cc1 (configuration not stated),0.6,-3.5,18.3,0.9
O=[N+]([O-])c1cccc(C(=Nc2cccc(Br)c2)N2CCOCC2)c1,0.9,1.3,11.2,0.1
CN(CCC(=O)Nc1ccc(F)cc1)Cc1ccccc1,-0.3,5.1,12.7,0.0
Cc1ccc(S(=O)(=O)N2CCCCC2)cc1C(=O)Nc1ccccc1,0.8,1.8,15.8,0.0
O=C(N/N=C/c1ccc(F)cc1)C(O)(c1ccccc1)c1ccccc1,0.2,0.8,7.3,-0.1
COc1ccccc1S(=O)(=O)N1CCC(C(=O)O)(c2ccccc2)CC1,-1.5,4.4,5.3,0.2
COc1ccc(NC(=O)CSc2nc(=O)n(Cc3ccco3)c3c2CCC3)cc1OC,-1.6,15.1,10.7,0.5
CC(=O)N(Cc1ccc2c(c1)OCO2)Cc1cc2cccc(C)c2[nH]c1=O,-0.3,6.9,8.7,0.0
COc1cccc(-n2c(O)c(/C=C3\C=C(C)N=C3C)c(=O)[nH]c2=O)c1,-0.8,12.8,13.3,-0.2
COc1ccccc1C(=O)Nc1cccc(N2CCC(N(C)CC3COCCO3)CC2)c1 (configuration not stated),-0.2,-13.9,25.6,0.1
Cc1ccc(-c2nc3ccccc3nc2Cc2ccc([N+](=O)[O-])cc2)cc1,0.0,1.1,17.4,0.3
Cn1c(C(=O)NCCc2ccccc2)cc2sccc21,-2.1,41.3*,1.9,-0.1
CN(CCc1ccccn1)C(=O)CCC1CCCN(Cc2cccnc2)C1 (configuration not stated),-0.4,11.7,-1.5,-0.1
CCOc1ccc(N(C(C)C(=O)NCCSc2ccc(C)cc2)S(C)(=O)=O)cc1 (configuration not stated),0.5,2.9,-0.8,0.0
CCC(C(=O)O)N1C(=O)C2CCCCC2C1=O (configuration not stated),-0.9,10.9,1.2,-0.1
CCOC(=O)c1c(NC(=O)COc2ccccc2[N+](=O)[O-])sc(C)c1C,4.2,-7.2,1.2,-0.1
CC1CCCCN1C(=O)Cn1c(=O)n(C2CCCC2)c(=O)c2ccccc21 (configuration not stated),-1.1,-9.1,-4.0,-0.1
CCN1CCN(C(=O)CN(Cc2ccccc2)S(C)(=O)=O)CC1,1.4,8.7,9.2,0.1
COc1ccc(-c2csc(NC(=O)c3cc4ccccc4oc3=O)n2)cc1,1.1,11.6,7.0,0.1
CCCC1C(=O)CC(c2ccc(F)cc2)NC1c1ccc(F)cc1 (configuration not stated),0.6,2.2,6.7,0.0
O=C(/C=C/c1ccc2c(c1)OCO2)NCCn1ccc2ccccc21,-1.0,-4.3,-9.2,0.8
CCCCN(CCCC)C(=O)CCn1c(=O)oc2ccccc21,-0.2,-3.7,23.2,0.7
O=C(O)/C(=C/c1ccccc1F)NC(=O)c1ccccc1,0.4,-4.2,-1.1,-0.1
COc1ccc(Cl)cc1Nc1ncnc2sc(C)c(C)c12,1.4,3.8,-10.6,0.1
CCC(=O)N/N=C(\C)CC(=O)Nc1ccccc1CC,0.4,-3.7,6.9,0.1
COc1ccc(/C=C/c2nc3ccccc3n2C)cc1,-10.6,98.3*,-7.5,0.4
CCOC(=O)c1cnc2ccc(OC)cc2c1Nc1ccccc1C,-0.1,-4.5,2.9,0.0

# 7 compounds already listed, arranged by length of the SMILES, high to low.
SMILES,GPR151 ag,TEAD-YAP block,MITF inh,FBW7 activator
CCOc1ccc(N(C(C)C(=O)NCCSc2ccc(C)cc2)S(C)(=O)=O)cc1 (configuration not stated),0.5,2.9,-0.8,0.0
CC(=O)N(Cc1ccc2c(c1)OCO2)Cc1cc2cccc(C)c2[nH]c1=O,-0.3,6.9,8.7,0.0
CN(CCc1ccccn1)C(=O)CCC1CCCN(Cc2cccnc2)C1 (configuration not stated),-0.4,11.7,-1.5,-0.1
CCOC(=O)c1cnc2ccc(OC)cc2c1Nc1ccccc1C,-0.1,-4.5,2.9,0.0
COc1ccc(Cl)cc1Nc1ncnc2sc(C)c(C)c12,1.4,3.8,-10.6,0.1
CCC(=O)N/N=C(\C)CC(=O)Nc1ccccc1CC,0.4,-3.7,6.9,0.1
Cn1c(=O)n(Cc2ccncc2)c2cccnc21,-0.4,-5.5,-13.8,0.3

# (list continues)
SMILES,GPR151 ag,TEAD-YAP block,MITF inh,FBW7 activator
CCN(CC)c1ccc(CN2CCc3c(nc(N4CCOCC4)[nH]c3=O)C2)cc1,2.1,-7.3,5.1,-0.1
CCOC1C(C2COC3(CCCCC3)O2)OC2OC3(CCCCC3)OC21 (configuration not stated),-0.6,4.0,2.9,-0.1
COc1ccc(NC(=O)C2CC(=O)N(C)C(=Nc3cccc(Cl)c3)S2)cc1 (configuration not stated),-0.2,1.1,3.2,0.0
O=C(CCC(=O)Nc1cccc(Br)c1)N/N=C/c1cc([N+](=O)[O-])ccc1O,-0.1,13.9,13.0,0.0
COc1ccccc1N=c1scc(-c2ccc(Cl)s2)n1C,-0.6,-7.1,40.6,-0.2
CC12CCC(C(=O)O)(c3nc4ccc5ncccc5c4nc31)C2(C)C (configuration not stated),1.6,-0.4,14.6,0.4
CCCCCNc1nc2c(c(=O)[nH]c(=O)n2C)n1CCOc1ccccc1,0.2,-4.0,9.0,0.1
COc1ccc2c(c1)OC(C)CN(CCC(=O)N1CCN(C)C(c3ccccc3)C1)C2 (configuration not stated),1.0,-1.2,20.9,0.3
COC(=O)CSc1nc2sc3c(c2c(=O)n1CCc1ccccc1)CCCC3,-0.7,-2.4,5.6,-0.1
COc1ccccc1NC(=O)c1sc2ncn(CC(=O)N3CCOCC3)c(=O)c2c1C,0.8,-3.4,1.2,-0.1
CCOC(=O)CC(NC(=O)c1cccs1)c1ccc(C)cc1 (configuration not stated),1.3,-7.3,-10.8,-0.1
COc1ccc(N(CC(=O)NC(C)c2ccccc2)S(=O)(=O)c2ccccc2)cc1 (configuration not stated),1.0,3.3,3.5,0.0
CCN(CC)CCNC(=O)c1sc2ncnc(N(C)c3ccccc3)c2c1C,-0.3,11.6,6.3,0.2
CC(C)N(Cc1ccccc1)C(=O)Cn1ncc2c(=O)oc3ccccc3c21,0.4,7.2,14.8,0.1
Cc1cc(NC(=O)CSc2nc(Cc3cccs3)nc3ccccc23)no1,0.8,1.5,17.6,0.4
COCCNC(=O)c1ccc(CNS(=O)(=O)c2ccc(C(C)(C)C)cc2)cc1,-0.2,0.4,10.3,-0.1
O=c1[nH]cc(N(CCO)CCO)c(=O)[nH]1,0.4,-3.6,16.5,0.1
CCN1CCN(Cc2c(O)ccc3c(=O)c(-c4ccc(OC)c(OC)c4)c(C(F)(F)F)oc23)CC1,-0.4,6.0,3.5,0.7
O=C(CNC(=O)c1cccc(F)c1)N/N=C/c1cc(Cl)ccc1O,1.9,-4.7,-1.5,-0.1
COc1cc(OC)cc(C(=O)N2CCN(S(=O)(=O)c3ccc(F)cc3)CC2)c1,2.9,-0.5,-1.4,-0.1
COc1ccc(C(=O)Nc2ccc(-c3nc4ccc(C)cc4s3)cc2)cc1[N+](=O)[O-],0.2,1.8,-7.6,-0.1
CC(Cl)C(=O)Nc1ncc(C(F)(F)F)cc1Cl (configuration not stated),-2.4,19.7,6.5,0.2
O=C(CCC(=O)N1N=C(c2ccc(Br)cc2)CC1c1ccccc1)Nc1ccc(Cl)cc1 (configuration not stated),-0.1,-10.2,-11.5,0.1
O=[N+]([O-])c1cc(C(F)(F)F)ccc1N1CCN(C(=S)Nc2cc(C(F)(F)F)ccc2Cl)CC1,1.6,-11.9,-2.7,-0.2

# Complete entries, quoted from the list. Screens in order: GPR151 ag, TEAD-YAP block, MITF inh, FBW7 activator
# O=C(/C=C/c1ccc2c(c1)OCO2)NCCn1ccc2ccccc21 across the screens: -1.0, -4.3, -9.2, 0.8
# Cc1ccc([N+](=O)[O-])cc1-c1ccc(/C=N/N2C(=O)C3C4C=CC(C4)C3C2=O)o1 (configuration not stated) across the screens: 0.0, 11.0, 3.7, -0.1

# Further entries follow.
SMILES,GPR151 ag,TEAD-YAP block,MITF inh,FBW7 activator
CC(=O)c1cc2c(N)c(C(=O)NC3CC(C)(C)NC(C)(C)C3)sc2nc1C,2.0,6.7,-1.8,0.1
c1nc(NCC2CCCO2)c2c3c(sc2n1)CCCC3 (configuration not stated),1.2,-2.1,-1.3,0.1
CCOC(=O)c1cc2c(=O)n3ccccc3nc2n(CC2CCCO2)c1=NC(=O)c1ccccc1C (configuration not stated),1.3,0.2,-3.5,-0.1
COc1cc(NC(=O)C/C(C)=N/NC(=O)C(=O)NC2CCCCC2)c(OC)cc1Cl,0.4,-0.9,0.0,0.0
Cc1cc(C)n(CCC(=O)Nc2ccc(F)cc2)n1,0.6,-0.1,0.0,0.2
CCNC(=O)c1nn(CC2CC2)c2c1CN(Cc1c(F)cccc1F)CC2,0.2,9.9,-5.6,0.0
COc1cccc(NC(=O)CSc2nnc(-c3cccs3)n2C)c1,-0.6,7.3,3.0,-0.1
Cc1cccc(C2c3[nH]c4ccccc4c3CCN2Cc2ncc(C)[nH]2)n1 (configuration not stated),0.0,-3.6,2.1,-0.2
CCCC(=O)Oc1c(Cl)cc(N(C(=O)CCC)S(=O)(=O)c2cccc([N+](=O)[O-])c2)cc1Cl,-0.1,4.7,2.1,0.0
CCN(CC)c1nc(Cl)nc(NC(C)(C)C)n1,2.9,-8.0,7.2,0.0
O=C(CNCc1ccccc1)Nc1ccccc1[N+](=O)[O-],-2.1,-0.1,9.3,-0.1
Oc1c(C(c2cccs2)N2CCOCC2)sc2ncnn12 (configuration not stated),1.1,0.6,-16.5,0.0
CC1=NN(c2ccccc2)C(=O)C1C(c1ccc([N+](=O)[O-])cc1)C(C#N)C#N (configuration not stated),0.2,-0.5,5.5,-0.9
Cc1ccc2c(c1)-c1c(ssc1=S)C(C)(C)N2C(=O)CCC1CCCCC1,-0.1,-7.7,13.2,-0.1
O=C(c1ccc(S(=O)(=O)N2CCCC2)cc1)N1CCOCC1,0.9,3.2,15.9,0.2
CC(=O)NC/C(C)=N\Nc1ccc([N+](=O)[O-])cc1,0.5,8.1,-1.4,0.0
COC(=O)c1cc(C(=O)OC)cc(N2C(=O)c3ccc(C(=O)O)cc3C2=O)c1,2.0,4.3,11.9,0.1
O=C(Nc1cc(C(F)(F)F)ccc1Cl)c1ccc(S(=O)(=O)N2CCOCC2)cc1,0.7,4.9,-3.8,0.2
CCC(C(=O)NCCc1ccc(S(N)(=O)=O)cc1)c1ccccc1 (configuration not stated),-1.4,-3.2,-2.1,0.1
c1cn(-c2ccc(Nc3nc(NCCN4CCOCC4)c4ncn(-c5ccsc5)c4n3)cc2)cn1,0.8,46.2*,-5.0,-0.1
COc1ccc(N2CCN(C(=O)Cc3ccc(OC)c(OC)c3)CC2)cc1,1.0,11.6,10.2,0.1
O=C(/C=C/c1ccccc1)OCC(=O)c1cccc([N+](=O)[O-])c1,-0.4,6.1,4.5,0.1
Cc1nc(-c2ccc(NC(=O)c3cccc(Br)c3)cc2)cs1,-0.8,-71.4,-2.5,0.0
CC(=O)NC1C(OC(C)(C)C)OC(COC(C)=O)C(OC(C)=O)C1OC(C)=O (configuration not stated),-1.2,-3.7,11.9,0.0
CCc1ccc(Nc2ncnc3c2c(-c2ccccc2)cn3-c2cccc(C(F)(F)F)c2)cc1,0.6,6.0,4.4,0.4
O=C(CSc1nc2ccsc2c(=O)n1Cc1ccccc1Cl)c1ccc(Cl)cc1,-0.9,-3.8,13.6,0.2
O=C(Cc1coc(-c2ccc(F)cc2)n1)NC1CCCCC1,0.2,-5.3,21.1,1.4
COc1cc2c(cc1NC(=O)N1CCOCC1)oc1ccccc12,0.1,-54.8,12.7,0.9
O=Cc1ccc(Sc2ccc(C=O)c(O)c2)cc1O,-0.5,22.7,15.4,0.1
COc1ccc(-c2cc(C(=O)NCCN3CCOCC3)ccn2)cc1,-0.3,8.2,-6.1,0.1
COc1cc(CNCCCN2CCOCC2)ccc1OCC(=O)NC(C)(C)C,4.4,-1.2,2.7,0.0
O=[N+]([O-])c1ccc(O)c(C=Nc2ccc3ccccc3c2)c1,0.5,8.3,-7.2,-0.1
NNc1ccc(S(=O)(=O)N2CCCC2)cc1[N+](=O)[O-],1.5,-5.0,2.1,-0.2
c1ccc2nc(C3=NCCN3)ccc2c1,1.0&-3.1,2.0,-9.9&19.4,0.2&0.4
CN1C(=O)CC(CC(=O)N2CCC(c3nc4ccccc4[nH]3)CC2)(c2ccccc2F)C1=O (configuration not stated),1.0,-3.5,-3.9,0.1
